# Screening data: PubChem, several laboratories
# TLR9-MyD88 block: inhibitors of TLR9-MyD88 association in cells, primary screen, cell-based, CHO, BLA complementation, fluorescence; inhibition, % at 4.98 µM; AID 504734, 2011; CCF4 FRET ratio; actives 0.21% (n = 340,000); Toll-like receptor 9 (Homo sapiens) + Myeloid differentiation primary response protein …;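 active = inhibition above the mean over all tested compounds plus 3 SD, cut at about 21% in these data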;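 note: 0% = DMSO only wells and 100% = clavulanate BLA inhibitor control wells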
# Target sequence (Q99836 whole entry, looked up): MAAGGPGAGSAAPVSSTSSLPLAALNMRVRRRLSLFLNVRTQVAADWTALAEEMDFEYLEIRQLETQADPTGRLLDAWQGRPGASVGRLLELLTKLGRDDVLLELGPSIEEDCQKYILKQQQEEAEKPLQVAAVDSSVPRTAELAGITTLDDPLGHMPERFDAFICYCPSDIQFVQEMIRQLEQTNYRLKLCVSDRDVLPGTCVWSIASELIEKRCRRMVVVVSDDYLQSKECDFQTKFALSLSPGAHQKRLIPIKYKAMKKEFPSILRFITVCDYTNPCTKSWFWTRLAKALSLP
# Target sequence (Q9NR96 whole entry, looked up): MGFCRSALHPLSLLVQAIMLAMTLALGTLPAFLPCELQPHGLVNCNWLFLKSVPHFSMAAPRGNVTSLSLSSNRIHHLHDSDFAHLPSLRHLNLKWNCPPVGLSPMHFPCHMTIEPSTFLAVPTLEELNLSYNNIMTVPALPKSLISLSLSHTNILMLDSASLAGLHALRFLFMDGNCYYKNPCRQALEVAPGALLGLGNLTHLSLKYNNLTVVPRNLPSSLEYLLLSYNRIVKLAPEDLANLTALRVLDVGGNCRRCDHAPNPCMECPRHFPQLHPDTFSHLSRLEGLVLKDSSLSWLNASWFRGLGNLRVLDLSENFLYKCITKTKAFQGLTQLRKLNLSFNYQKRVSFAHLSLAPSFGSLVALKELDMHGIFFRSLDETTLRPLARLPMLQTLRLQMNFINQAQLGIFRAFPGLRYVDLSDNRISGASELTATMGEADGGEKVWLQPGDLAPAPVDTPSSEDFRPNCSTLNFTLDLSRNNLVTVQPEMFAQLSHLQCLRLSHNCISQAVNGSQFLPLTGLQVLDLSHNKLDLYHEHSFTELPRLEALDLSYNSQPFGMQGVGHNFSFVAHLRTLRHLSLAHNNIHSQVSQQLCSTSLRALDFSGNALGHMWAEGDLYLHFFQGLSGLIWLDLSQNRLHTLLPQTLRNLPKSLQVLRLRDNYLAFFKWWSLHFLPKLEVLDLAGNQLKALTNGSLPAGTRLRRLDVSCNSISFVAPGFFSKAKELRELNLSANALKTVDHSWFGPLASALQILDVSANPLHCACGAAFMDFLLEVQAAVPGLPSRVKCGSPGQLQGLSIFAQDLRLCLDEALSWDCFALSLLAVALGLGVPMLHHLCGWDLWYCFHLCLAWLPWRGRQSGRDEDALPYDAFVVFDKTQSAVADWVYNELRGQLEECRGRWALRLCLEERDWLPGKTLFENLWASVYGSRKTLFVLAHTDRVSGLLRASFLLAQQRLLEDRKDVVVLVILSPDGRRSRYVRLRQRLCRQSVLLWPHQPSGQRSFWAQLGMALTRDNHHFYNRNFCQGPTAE
# MC4R ag barr: MC4R agonists recruiting beta-arrestin, primary screen, cell-based, luminescence, agonist arm of biased-ligand search; U2OS MC4R beta-arrestin complementation; percent of melanotan II response, DMSO zero; activation, % at 8.9 µM; actives 0.98% (n = 360,000); AID 540308, 2011;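 active = activation above a per-plate cutoff, the mean activation of sample wells on that plate plus 3 SD, cut at about 8% in these data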
# MC4R antagonist: MC4R antagonists of cAMP signaling, primary screen, cell-based, TR-FRET, antagonist arm of biased-ligand search; Melanocortin receptor 4 (Homo sapiens), P32245; MC4R-expressing cells, MTII-stimulated cAMP, LANCE TR-FRET; inhibition, % at 6.5 µM; actives 0.48% (n = 360,000); AID 540295, 2011;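 active = inhibition above its plate's cutoff, the mean of tested wells on that plate plus 3 SD, cut at about 29% in these data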;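 note: 0% = Melanotan II alone and 100% = Melanotan II plus saturating MCL0020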
#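 Test system: U2OS cells stably expressing human melanocortin 4 receptor (MC4R); also added: Melanotan II challenge; compound: 6.5 µM single dose; timing: 30-min compound preincubation, 1-h Melanotan II challenge, 1-h detection, room temperature; signal: Eu-cAMP/anti-cAMP TR-FRET, emission 671 nm; repeats: one well per compound, no replicates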
# m5-HT2A agonist: mouse Htr2a agonists via beta-arrestin recruitment, primary screen, cell-based, luminescence. AID 624169, 2012. CHO-K1 mHTR2A beta-arrestin complementation; percent of 30 µM serotonin response. 5-hydroxytryptamine receptor 2A (Mus musculus), P35363. activation, % at 7.6 µM. actives 0.66% (n = 360,000);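 active = activation above a run cutoff, the mean activation of all tested compounds plus 3 SD, cut at about 14% in these data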;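 note: 0% = plate median of compound wells and 100% = 30 µM serotonin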
# SRC2 inh: inhibition of GAL4-SRC2 driven luciferase reporter, primary screen, SRC2 inhibitor project, cell-based, luminescence; Nuclear receptor coactivator 2 (Homo sapiens), Q15596; HEK293 GAL4-SRC2 luciferase reporter; inhibition, % at 9 µM; actives 0.17% (n = 370,000);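 active = inhibition above the mean inhibition of all tested compounds plus 3 SD, set per campaign, cut at about 52% in these data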;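 note: 0% = DMSO treated cells and 100% = cells given Gossypol at 36 µM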
# NOD2-RIPK2 inh: NOD2-RIPK2 binding disruptors in cells, primary screen, fluorescence, CHO cells, BLA complementation. inhibition, % at 4.98 µM. actives 0.38% (n = 360,000). CCF4 ratio; in the data active = inhibition above about 21%;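 note: 0% = vehicle only and 100% = reference blocker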
# N-glyco inh: increase of ERlucT glycosylation luciferase signal, primary screen, N-linked glycosylation inhibitor project, D54 ERlucT cells, luminescence, set 2; D54 ERlucT glycosylation luciferase reporter, 24 h; percent of 100 nM tunicamycin response; reporter increase, % at 12.5 µM; actives 0.23% (n = 360,000);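 active = mean luciferase reporter signal, scaled so untreated is 0 and the glycosylation-blocking control 100, at or above a set limit in every replicate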;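 note: luciferase carries N-glycosylation sites so blocking glycosylation raises the light; 0% = median of neutral control wells and 100% = median of 100 nM tunicamycin wells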
# ABCB6 inh 2: ABCB6 transporter inhibitors, primary screen, K562-ABCB6 cells, flow cytometry, MLPCN library. AID 602162, 2011. K562-ABCB6 porphyrin accumulation, 1 h; hits give low values. actives 0.19% (n = 360,000). fluorescence ratio to DMSO, % at 10 µM. ATP-binding cassette sub-family B member 6 (Homo sapiens), Q9NP58;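 active = fluorescence ratio to DMSO below 75%, the collection mean minus 3 SD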;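 note: signal is porphyrin accumulated inside mitochondria; 100% equals median channel fluorescence of DMSO control wells; lower ratio means ABCB6 inhibition with less porphyrin fluorescence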
# ABHD5 PLIN5 PPI: ABHD5-PLIN5 interaction inhibitors, primary screen, cell lysate, split luciferase complementation, luminescence; Perilipin-5 (Homo sapiens) + 1-acylglycerol-3-phosphate O-acyltransferase ABHD5 (Homo …; Split G. princeps luciferase complementation, 4 h; inhibition, % at 4 µM; actives 0.78% (n = 360,000); AID 602281, 2012;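 active = inhibition above the mean inhibition across every tested compound plus 3 SD, cut at about 22% in these data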;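 note: 0% = DMSO only wells and the 100% control is not disclosed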
# Cardio protect: cardioprotection against H2O2-induced cell death, primary screen, uHTS, H9c2 cells, ATPLite luminescence; actives 0.63% (n = 360,000); protection from H2O2 cell death, % at 20 µM; H9c2 cardiomyocytes, H2O2 injury protection, 2 h;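 active = compounds giving at least 50% protection of heart cells from peroxide-induced death in the single-dose screen, raw or plate-pattern-corrected value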;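 note: 0% = DMSO wells with peroxide and 100% = DMSO wells without peroxide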
# * = called active by the depositor; nt = not tested or not shown. This is a subset; the hit share may differ from the screen's.
SMILES,TLR9-MyD88 block,MC4R ag barr,MC4R antagonist,m5-HT2A agonist,SRC2 inh,NOD2-RIPK2 inh,N-glyco inh,ABCB6 inh 2,ABHD5 PLIN5 PPI,Cardio protect
CCOc1ccc(NC(=O)CN(c2ccc(OCC)cc2)S(=O)(=O)c2c(C)[nH]c(=O)[nH]c2=O)cc1,-11,-2.5,-3,3,-1,8,2,95,0,1
O=C(Nc1cc(S(=O)(=O)N2CCOCC2)ccc1N1CCCC1)c1cc(=O)[nH]c2ccccc12,-12,0.8,7,0,-7,2,2,98,-7,-4
CC(=O)c1cccc(CN2CCN(C(C)C)C(CCO)C2)c1 (configuration not stated),0,-2.4,25,-3,22,-1,-1,94,-2,2
O=C(CSc1nnc2ccccn12)N1CCc2ccccc2C1,-6,0.5,1,-1,-13,-3,-1,96,-4,4
CCCC(=O)NC(=S)Nc1ccc(C(C)=O)cc1,2,1.5,15,5,-73,3,3,97,2,8
CCCOC(=O)C1[C@H]2C(=O)N(C(C)c3ccc(OC)cc3)C[C@]23C=C[C@H]1O3 (some centres not stated),2,-1.2,-1,1,-6,1,0,108,4,4
O=c1cc(CN2CCN(CCO)CC2)c2cc3c(cc2o1)CCC3,2,-2.1,-2,-6,-30,5,-3,100,-3,7
CCC1=C(OC(=O)N(CC)CC)N2C(=O)OC(=NCC(=O)OC)[C@]2(Cc2ccccc2)[C@H]2C1=CC[C@H]1C(=O)N(CC(=O)OC)C(=O)[C@H]12,2,-2.4,14,0,6,3,4,94,-1,3
CC(C)(C)C(=O)N1CCC[C@H]1C(O)(c1ccccc1)c1ccccc1,-2,-1.7,0,5,-2,3,-3,95,-1,-9
O=C(O)C(Cc1ccccc1)NS(=O)(=O)c1ccc2c(c1)OCCO2 (configuration not stated),7,-0.6,-1,-3,9,2,2,68*,-3,10
CC(C)n1cc([C@@H]2C[C@H]3CN(Cc4cccc(Cl)c4)C(=O)[C@]34CCCN24)cn1,8,-0.5,5,-4,-7,-2,0,93,0,4
CCN(C(=O)CSc1nnc(-c2ccc(F)cc2)c2ccccc12)C1CCS(=O)(=O)C1 (configuration not stated),-4,-4.5,3,-4,14,2,5,96,-1,-1
Nn1c(SCC(=O)Nc2nc3ccccc3s2)nncc1=O,-4,-2.4,13,-2,-33,-9,5,100,-1,11
CCCOc1ccc(N2C(=O)CC(NCc3ccncc3)C2=O)cc1 (configuration not stated),-9,-0.8,0,-1,-24,0,0,113,-2,-5
O=C(CCCc1ccccc1)NCCN1CCOCC1,-15,0.2,0,-1,-12,-5,1,98,-4,1
CS(=O)(=O)N1CCN(C(=O)c2cccnc2)CC1,-4,-2.3,-3,5,-21,-12,1,101,-4,-1
O=[N+]([O-])c1cccc(CON=Cc2ccccc2O)c1,-6,0.7,-6,-5,-43,-1,-4,98,-6,-3
O=C(NCC1COc2ccccc2O1)C1C2C=CC3(CN(Cc4cccs4)C(=O)C13)O2 (configuration not stated),-6,-0.2,15,1,-30,7,-2,98,5,0
O=C(N/N=C/c1cccs1)c1cc(-c2ccc(Cl)s2)[nH]n1,-6,4.2,1,-10,-1,-3,-1,94,3,0
N#CC1(NC(=O)COC(=O)CCN=C2NS(=O)(=O)c3ccccc32)CCCCC1,5,1.3,-2,-3,2,3,0,97,8,1
CCOC(=O)c1nn(-c2ccccc2C)c2nc(-c3ccc(Cl)cc3)c(C#N)c(=O)n12,-7,1.3,8,0,2,5,2,94,2,-12
CCN(CC)P(=O)(Nc1ccc(SC(F)F)cc1)c1ccc(N(C)C)cc1NC(=O)c1ccco1 (configuration not stated),-10,-2.4,12,-4,-8,-3,-5,100,-2,2
Cc1ccc(NC(=O)N(CCC#N)Cc2ccccc2)cc1,2,-1.9,3,5,-14,0,1,97,-2,-1
CCOC(=O)/C(C#N)=C\c1ccc(O)c(OC)c1,11,-2.3,-4,1,12,9,2,104,-2,-4
O=C(C(=O)N1CCN(Cc2ccccc2)CC1)c1c[nH]c2ccccc12,-6,-0.5,14,3,15,-3,-1,99,-13,0

# Part of the list above in order of molecular weight, rising.
SMILES,TLR9-MyD88 block,MC4R ag barr,MC4R antagonist,m5-HT2A agonist,SRC2 inh,NOD2-RIPK2 inh,N-glyco inh,ABCB6 inh 2,ABHD5 PLIN5 PPI,Cardio protect
CCOC(=O)/C(C#N)=C\c1ccc(O)c(OC)c1,11,-2.3,-4,1,12,9,2,104,-2,-4
O=[N+]([O-])c1cccc(CON=Cc2ccccc2O)c1,-6,0.7,-6,-5,-43,-1,-4,98,-6,-3
CC(=O)c1cccc(CN2CCN(C(C)C)C(CCO)C2)c1 (configuration not stated),0,-2.4,25,-3,22,-1,-1,94,-2,2
O=c1cc(CN2CCN(CCO)CC2)c2cc3c(cc2o1)CCC3,2,-2.1,-2,-6,-30,5,-3,100,-3,7
O=C(C(=O)N1CCN(Cc2ccccc2)CC1)c1c[nH]c2ccccc12,-6,-0.5,14,3,15,-3,-1,99,-13,0
N#CC1(NC(=O)COC(=O)CCN=C2NS(=O)(=O)c3ccccc32)CCCCC1,5,1.3,-2,-3,2,3,0,97,8,1
O=C(NCC1COc2ccccc2O1)C1C2C=CC3(CN(Cc4cccs4)C(=O)C13)O2 (configuration not stated),-6,-0.2,15,1,-30,7,-2,98,5,0

# Four compounds out of the list above, ordered by the value under ABHD5 PLIN5 PPI, descending:
SMILES	TLR9-MyD88 block	MC4R ag barr	MC4R antagonist	m5-HT2A agonist	SRC2 inh	NOD2-RIPK2 inh	N-glyco inh	ABCB6 inh 2	ABHD5 PLIN5 PPI
N#CC1(NC(=O)COC(=O)CCN=C2NS(=O)(=O)c3ccccc32)CCCCC1	5	1.3	-2	-3	2	3	0	97	8
Cc1ccc(NC(=O)N(CCC#N)Cc2ccccc2)cc1	2	-1.9	3	5	-14	0	1	97	-2
O=C(CSc1nnc2ccccn12)N1CCc2ccccc2C1	-6	0.5	1	-1	-13	-3	-1	96	-4
O=C(Nc1cc(S(=O)(=O)N2CCOCC2)ccc1N1CCCC1)c1cc(=O)[nH]c2ccccc12	-12	0.8	7	0	-7	2	2	98	-7

# Later entries:
SMILES,TLR9-MyD88 block,MC4R ag barr,MC4R antagonist,m5-HT2A agonist,SRC2 inh,NOD2-RIPK2 inh,N-glyco inh,ABCB6 inh 2,ABHD5 PLIN5 PPI,Cardio protect
CN(CC(=O)NCc1ccc2c(c1)OCO2)S(=O)(=O)c1ccc(Cl)cc1,-4,-0.2,8,-3,0,-8,0,100,8,2
C#CC(CC)(CC)NC(=O)NC1CCCCC1,7,0.2,6,-5,-11,-6,2,88,-4,0
Cc1cccc(-n2nc3c(c2NC(=O)c2cc4ccccc4o2)CS(=O)(=O)C3)c1,10,-1.4,9,1,-9,-2,-1,101,7,-1
COc1cccc(CC(=O)Nc2ccc(S(=O)(=O)Nc3nc(C)cc(C)n3)cc2)c1,-14,-0.5,23,0,12,-1,-1,99,-1,-1
O=C(Nc1ccccc1NC(=O)c1ccc(F)cc1)c1ccc(F)cc1,-9,1.4,22,6,12,-6,4,100,-6,5
COc1ccc(C(=O)c2[nH]c(N)c(C(=O)NCCc3c[nH]c4ccccc34)c2-c2ccc(OC)c(OC)c2)cc1,nt,nt,nt,-2,41,-8,nt,118,-10,nt
Cc1ccc2nc(SCC(=O)Nc3ccc4c(c3)OCCO4)[nH]c2c1,5,-0.8,1,2,-13,-1,1,88,1,9
CCC(CC)NC(=O)c1n[nH]c(=O)c2ccccc12,14,-1.2,3,2,-26,-9,0,97,0,11
CC(C)[C@H](NC(=O)C1CCN(S(=O)(=O)c2ccc(F)cc2)CC1)C(=O)NCc1ccco1,3,1.0,2,-3,6,-23,0,104,-3,0
O=C(Cc1ccc(-n2c(=O)[nH]c3ccsc3c2=O)cc1)N1CCN(c2ccc(Cl)cc2)CC1,-11,1.6,6,-1,1,7,0,101,0,4
CCc1nnc(NS(=O)(=O)c2ccc(NC(=O)CCC(=O)O)cc2)s1,-11,-1.1,-1,15*,-10,-3,3,97,4,3
CCOc1ccc(-n2c(=S)sc3c(=O)[nH]c(SCC(=O)N4CCC(C)CC4)nc32)cc1,1,0.0,3,4,5,-4,0,103,19,6
O=C(NNC(=S)Nc1ccccc1C(F)(F)F)c1cccnc1,-6,-2.4,7,1,-5,-4,0,98,-1,-1
Cc1ccc(S(=O)(=O)NCCSc2nnnn2-c2ccc(C(N)=O)cc2)cc1,-3,-0.9,11,-6,-12,9,-3,99,4,8
O=C(NC1CC1)c1ccc2nc([C@H]3C[C@H](O)[C@@H](CO)O3)[nH]c2c1,nt,-2.3,6,6,-19,12,0,98,-8,-2
CCOP(=O)(OCC)/C(C#N)=C/c1c[nH]c2ccccc12,4,-1.8,7,-1,-1,-12,0,96,3,5
Cc1ccc(NC(=O)c2cc([N+](=O)[O-])ccc2Cl)c(O)c1,6,-0.5,-2,2,-32,-3,6,108,3,-5
CCSc1cc(C)nc2c(-c3ccccc3)cnn12,6,-1.5,-9,1,-65,-2,-9,101,0,-9
Cc1ccc(C(C(=O)NC(C)(C)C)N(Cc2ccco2)C(=O)CCC(=O)Nc2ccccn2)cc1 (configuration not stated),-6,-1.4,0,-9,-23,-1,-1,95,0,7
CC1CCCN(C(=O)COC(=O)c2cccc(NS(=O)(=O)c3ccccc3)c2)C1 (configuration not stated),0,-1.6,4,2,-15,1,1,98,-1,-2
COc1ccc(F)cc1S(=O)(=O)NC1CC(C)(C)NC(C)(C)C1,2,-0.5,5,-3,19,1,0,101,-5,4
N#CCC(=O)Nc1ccc(C(=O)NCC2(N3CCOCC3)CCCCC2)cc1,-8,-1.5,-1,3,-10,-12,-3,103,0,2
Cc1ccc(Cc2c(-c3ccco3)nc3c4ccccc4ccn23)cc1,nt,nt,nt,-5,-18,4,-19,105,13,-8
O=C(NC(=S)Nc1cc([N+](=O)[O-])ccc1O)C1CC1,-2,-3.1,2,9,0,0,0,87,0,6
CCC(=O)c1ccc(OCC(=O)OCC(=O)NCC2CCCO2)cc1 (configuration not stated),-14,-0.7,12,3,-21,4,nt,98,12,6
CNc1ccccc1C(=O)OC,-13,-1.5,16,-3,-8,-11,-4,93,1,-3
O=C(C(=O)N1CCN(CCN2CCOCC2)CC1)c1ccccc1,nt,nt,nt,3,1,-5,nt,nt,5,nt
